# Yeast life ext: yeast lifespan extension | 0.68% of 130,000 active | inhibition of the nicotinamide effect, % at 10 µM | S. cerevisiae growth with nicotinamide, OD615; deaD strain in restrictive glucose medium | AID 775;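 active = inhibition above a set limit, placed 3 SD over the median of all compounds, cut at about 26% in these data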;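 note: 0% = nicotinamide-treated wells and 100% = cells grown without nicotinamide; some compounds called inactive have numbers as strong as hits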
#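 System: DeaD-strain S. cerevisiae / Buffer or medium: CSMM-D, restrictive glucose (dextrose) synthetic minimal medium / Probe or stimulus: nicotinamide, 1.5 mM, co-present with compound / Compound: one concentration, 10 µM, DMSO 0.25% / Incubation: 48 h compound exposure at 30 °C, humidified / Technique: optical density (absorbance) at 615 nm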
# Phagocyt inh: blocks phagocytosis by macrophages; J774A.1 macrophage IgG-bead phagocytosis, imaging; inhibition, % at 5 µM; 0.07% of 110,000 active; AID 1029;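 active = inhibition above the mean of the plate negative controls plus 5 SD, cut at about 13% in these data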;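 note: phagocytic index as fraction of beads internalized from green versus red external bead signal; plate controls were DMSO negative control for no effect and cytochalasin-D positive control for full effect; some results beyond the cut were filed as inactive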
# PTEN del growth: suppresses growth of cells with PTEN deletion | HCT116 PTEN-null viability, CellTiter-Glo, 60 h; hits give low values | viability, % at 10 µM | 1.2% of 140,000 active | AID 827;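 active = viability at or below a set limit, 4 SD under the median of all tested compounds, cut at about 3.7% in these data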;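 note: PTEN knockout HCT116 line with beta catenin targeted HCT116 as companion control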
# Yeast growth inh: yeast BB579 growth reduction in restrictive medium; inhibition, % at 10 µM; 0.51% of 140,000 active; S. cerevisiae BB579 growth, OD615, 48 h; AID 804;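 active = inhibition above a set limit, 3 SD over the mean compound inhibition, cut at about 44% in these data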; note: inactives centre near -24
#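 Test system: Saccharomyces cerevisiae DeaD strain BB579, replicative lifespan model yeast | Buffer or medium: Restrictive CSMM-D medium | Doses: One dose, 10 µM compound with 0.25% DMSO | Incubation: 48 h exposure, 30 °C | Detection: Culture absorbance at 615 nm | Control set: Amphotericin B at 10 µg/mL as positive control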
# GALR2 antag: blocks the human galanin receptor 2; inhibition, % at 4 µM; O43603; GALR2-expressing cells, antagonist mode; 0.39% of 140,000 active; in the data active = inhibition above about 27%;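 note: cells stimulated with galanin 1-16 at roughly its EC80; 0% = agonist challenge control and 100% = basal control without agonist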
# Target sequence (O43603 whole entry, looked up): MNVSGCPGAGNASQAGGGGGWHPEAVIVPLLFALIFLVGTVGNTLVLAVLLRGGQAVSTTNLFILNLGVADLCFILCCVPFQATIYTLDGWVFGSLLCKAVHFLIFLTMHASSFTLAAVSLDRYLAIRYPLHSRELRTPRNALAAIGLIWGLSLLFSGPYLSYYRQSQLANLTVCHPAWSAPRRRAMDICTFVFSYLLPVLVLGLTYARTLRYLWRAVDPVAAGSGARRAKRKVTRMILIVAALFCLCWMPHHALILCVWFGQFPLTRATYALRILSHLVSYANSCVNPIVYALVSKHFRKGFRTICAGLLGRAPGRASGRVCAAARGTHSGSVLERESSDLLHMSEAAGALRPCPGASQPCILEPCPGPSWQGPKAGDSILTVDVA
# Measles CPE: protection of cells from measles virus | Measles virus-infected cells, CPE protection, absorbance | protection (pct of control), % at 4 µM | 1.5% of 140,000 active | AID 841; in the data active = protection mostly above about 24%, no sharp cut-off; inactive = mostly below about 26%; note: some compounds called inactive have numbers as strong as hits
# E-sel TNF inh: TNF alpha driven E-selectin expression inhibition; inhibition, % at 2 µM; 0.71% of 120,000 active; HUVEC TNFa-induced E-selectin immunofluorescence, high content;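 active = inhibition above the batch mean plus 3 SD, and confirmed as a hit on visual image review, cut at about 43% in these data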;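 note: 0% = TNF-stimulated DMSO wells and 100% = unstimulated control wells; not every result past the cut was called active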
# MRP1 act: MRP-1 activation. H69AR cells + doxorubicin, viability rescue, CellTiter-Glo. viability increase, % at 10 µM. 0.61% of 140,000 active. AID 799;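 active = viability gain under doxorubicin at or above a set limit, the compound median plus 3 SD, cut at about 4.7% in these data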;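 note: MRP-1 overexpressing cells given doxorubicin 25 µM after compound pretreatment; 18-22 h compound pretreatment then 72 h with doxorubicin before readout; 0% = doxorubicin-only wells and 100% = vehicle-treated cells without doxorubicin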
# bCat KO growth: beta-catenin-lacking colon tumor cell growth suppression | HCT116 beta-catenin knockout viability, CellTiter-Glo, 60 h; hits give low values | viability, % at 10 µM | 1.5% of 140,000 active;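 active = viability at or under a set limit, the compound median less 4 SD, cut at about 6% in these data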;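 note: 0% = Hyamine 1622 control at 20 µM and 100% = untreated cell control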
# NPY-Y2 antag: blocks the human neuropeptide Y Y2 receptor | P49146 | NPY-Y2 expressing cells, antagonist mode | inhibition, % at 2.7 µM | 0.99% of 140,000 active; in the data active = inhibition above about 17%;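 note: 0% = vehicle with agonist challenge and 100% = reference antagonist with challenge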
# Target sequence (P49146 whole entry, looked up): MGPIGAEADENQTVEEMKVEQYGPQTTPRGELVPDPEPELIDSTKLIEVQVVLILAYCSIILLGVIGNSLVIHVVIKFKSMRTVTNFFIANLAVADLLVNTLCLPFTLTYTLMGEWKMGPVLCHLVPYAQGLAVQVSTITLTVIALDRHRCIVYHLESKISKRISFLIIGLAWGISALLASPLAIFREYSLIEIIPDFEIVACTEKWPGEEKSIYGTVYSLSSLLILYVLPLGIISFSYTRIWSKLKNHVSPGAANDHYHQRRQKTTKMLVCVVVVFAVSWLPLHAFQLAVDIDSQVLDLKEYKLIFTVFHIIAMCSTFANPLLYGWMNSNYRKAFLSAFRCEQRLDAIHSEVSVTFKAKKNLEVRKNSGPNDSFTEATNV
# Numbers without * were called inactive; . = not tested or not shown. Rows were taken by chance; about 6.1% have a hit in one of these screens.
SMILES,Yeast life ext,Phagocyt inh,PTEN del growth,Yeast growth inh,GALR2 antag,Measles CPE,E-sel TNF inh,MRP1 act,bCat KO growth,NPY-Y2 antag
CSc1sccc1/C=N/NC(=O)c1ccncc1,2.8,-1.6,96.0,-22.8,1.5,9.4,5.9,0.0,95.8,0.6
O=C(COc1cccc2ccccc12)NNC(=O)CSCCO,1.6,-3.7,97.7,-78.0,-2.0,6.3,.,0.2,95.0,4.5
O=[N+]([O-])c1ccccc1/C=N/Nc1nccnc1Cl,-4.1,.,89.0,-48.1,8.5,46.9,7.9,-0.4,93.8,1.0
CCc1ccc(Nc2nc(N)nc(CSc3nc4ccccc4s3)n2)cc1,-6.0,-2.6,57.1,-68.5,-19.1,15.7,-45.0,1.2,66.3,3.8
CN(C)S(=O)(=O)c1ccc(Cl)c(NC(=O)COC(=O)/C=C/c2ccc(S(=O)(=O)N3CCOCC3)cc2)c1,-0.6,-5.6,97.4,-18.6,1.7,5.5,20.7,-1.9,78.0,2.0
Cc1ccc(SCc2nc3ccccc3n2CC(=O)Nc2ccc(Cl)cc2)cc1,-13.4,.,49.4,-42.5,5.4,0.7,0.7,-2.3,71.7,-3.6
CCOc1ncccc1C(=O)OCc1nnc(-c2ccccc2)o1,-10.4,-0.9,110.4,-44.3,-2.9,5.4,-12.2,-0.2,98.6,4.8
COCCNc1c([N+](=O)[O-])c(=O)n(-c2ccccc2)c2ccccc12,2.8,-1.8,103.8,-26.6,6.2,12.5,.,-1.6,91.2,0.9
NC(=S)Cc1nc(-c2ccccc2)cs1,-5.3,-0.4,88.8,-36.7,-3.9,5.1,7.3,-3.2,94.1,2.3
C/[N+]([O-])=C1\Cc2ccccc2C1=O,3.7,-0.5,114.9,-69.3,8.0,5.7,-20.0,-0.8,93.9,-0.5
Cc1ccc(/C=N/NC(=O)c2cccc(S(=O)(=O)Nc3ccccc3Cl)c2)o1,-4.0,-13.2,101.8,-14.7,4.0,14.1,18.9,-2.6,97.9,1.4
O=C(c1ccco1)N1CCN(C(c2ccc(Cl)cc2)c2nnnn2CC2CCCO2)CC1 (centres undefined),-10.9,-0.5,94.7,-47.4,0.0,25.5,.,-1.1,102.5,-1.6
Cc1ccc(N2CC(C(=O)Nc3ccccc3C(=O)NC3CCCCC3)CC2=O)cc1 (centres undefined),.,.,87.6,-28.1,-10.1,4.0,-28.5,-5.0,85.4,-0.7
O=C1c2cccc3cccc(c23)C(=O)N1CC1CCN(S(=O)(=O)c2ccc(F)cc2)CC1,-1.1,-5.5,87.6,-25.7,1.1,29.4,-7.3,1.8,92.2,3.8
Fc1cccc(-c2cc3nc(-c4ccccc4)cc(N4CCC5(CC4)OCCO5)n3n2)c1,.,.,73.3,-36.5,7.1,22.4,-12.2,6.1*,88.9,0.2
C=CCn1c(=NC(=O)c2ccc(S(=O)(=O)N3CCc4ccccc4C3)cc2)sc2cc(S(N)(=O)=O)ccc21,-1.1,5.1,1.7*,-36.1,-7.2,8.0,.,-5.3,1.4*,7.4
CC1=CC(=NOC(=O)/C=C/c2ccccc2)C=C(C)C1=O,-4.0,.,6.4,18.4,-0.3,4.8,16.4,-2.5,17.8,0.3
Cc1c(NC(=O)C(C)N2CC(C)OC(C)C2)c(=O)n(-c2ccccc2)n1C (centres undefined),4.7,-0.2,103.2,-65.6,2.9,9.7,17.9,0.1,98.2,0.3
O=C(NC(=S)N1CCN(Cc2ccccc2)CC1)c1ccccc1,5.6,-3.4,88.2,-20.1,2.6,18.0,.,-1.9,91.6,0.0
Cc1ccc(C2=NN(Cc3nnc(-c4ccccc4)o3)C(=O)SC2)cc1,6.2,.,86.7,-6.5,16.4,4.1,.,-0.9,86.6,13.4
COc1ccccc1NC(=O)C(=N\O)/C(C)=N/O,12.0,.,106.4,-36.8,12.7,2.3,.,0.5,96.1,0.8
Cc1cc(C)cc(NC(=S)NCCCO)c1,7.6,.,93.2,-36.4,14.3,2.6,.,-0.6,91.1,4.9
O=c1[nH]c2ccccc2n2c(-c3ccccc3)nnc12,-2.3,-1.8,105.6,-5.5,5.1,0.9,5.1,-0.2,98.9,1.1
CCOC(=O)c1cccc(NC(=O)c2cccnc2)c1,-14.8,2.3,102.9,-1.6,13.4,20.2,-20.2,1.6,106.4,1.3
O=C(Nc1cccc(S(=O)(=O)N2CCCCCC2)c1)c1ccc2c(c1)OCO2,-5.7,-9.0,55.2,-14.3,4.6,19.7,.,1.8,58.9,3.0
COc1ccc(C(=O)N/N=C/c2ccc(OC)c(OS(=O)(=O)c3ccccc3)c2)cc1,-7.1,-3.3,78.2,-31.8,17.4,16.6,-14.1,-2.9,82.3,2.3
CC(C)Cn1c(CN2C(=O)c3ccccc3C2=O)nc2ccccc2c1=O,-7.8,-0.6,114.8,-13.8,-29.0,6.0,-6.7,0.3,106.8,1.1
S=c1[nH]nc(-c2ccccc2)n1/N=C/C=C/c1ccco1,-5.8,-7.2,85.3,-12.8,-10.2,18.4,-35.6,-1.7,87.9,2.9
NC(=O)SCC(=O)Nc1ccc(Cl)c(Cl)c1,-30.4,-1.5,1.4*,0.6,-9.6,8.9,-18.4,-3.9,1.1*,-5.2
CN1CCN(/C=N/c2c(C#N)cnn2Cc2ccccc2)CC1,-2.3,1.3,92.3,-6.7,-3.9,2.9,3.0,-2.2,88.1,-0.9
CCN(CC)CCn1c(=S)[nH]c2ccc(Cl)cc2c1=O,2.6,1.2,88.9,-15.9,2.6,13.2,.,-4.1,83.0,3.6
O=C(CSc1ccc(-c2nc3ccccc3[nH]2)cn1)Nc1ccc2c(c1)OCCO2,-3.1,0.1,99.0,-64.1,4.5,9.4,-12.8,-1.0,83.8,2.2
O=C(CSc1nnc(CCc2ccccc2)n1-c1ccc(Cl)cc1)c1ccccc1,15.1,-6.1,68.3,-59.0,-15.1,6.8,-13.6,0.0,81.2,7.7
c1ccc2oc(Cc3ccc(Cc4nc5ccccc5o4)cc3)nc2c1,.,.,76.8,-20.4,7.2,5.0,9.7,0.1,73.5,3.9
O=C(Nc1ccc(N2CCOCC2)cc1)C1CCN(S(=O)(=O)Cc2ccccc2)CC1,-1.9,-2.9,84.6,-19.6,-5.1,12.7,-16.4,-3.3,90.2,-2.0
Cn1ccnc1C(O)c1ccc(OCc2ccccc2)cc1 (centres undefined),-8.7,-1.5,103.0,5.8,9.9,3.6,-2.4,-1.1,99.6,0.8
Cc1cccc(C)c1NC(=O)COC(=O)COc1ccc2c(C)cc(=O)oc2c1,0.0,-7.2,100.6,-38.1,-1.7,4.6,1.6,-0.2,92.2,1.0
O=c1sc2ccccc2n1CCCOc1ccccc1,-20.1,0.2,87.2,-40.1,6.3,9.2,-1.6,-0.1,89.4,2.5
Cn1c2c(c3ccccc31)CC/C2=N\O,-6.7,-1.0,113.9,-18.2,9.5,7.4,-2.6,-0.2,107.3,2.7
CCCCn1nnnc1SCC(=O)Nc1cccc(C)n1,-0.2,-0.8,95.0,-20.4,0.7,1.9,-15.7,-1.5,90.4,3.0
CCNC(=S)N(Cc1cc2cc(C)ccc2[nH]c1=O)C1CCCC1,-0.6,11.4,98.1,-2.5,4.2,4.4,12.9,-2.1,88.5,-1.6
COC(=O)c1sc2nc(N)c(C#N)cc2c1N,-1.1,-2.9,89.9,-44.0,-5.8,10.4,.,0.8,87.4,0.9
CCCc1cc(C(=O)Nc2cccc(C(C)=O)c2)no1,-9.6,-0.1,105.2,-76.0,9.2,12.4,.,-0.8,96.5,2.0
Cc1ccc2c(CSc3nnc4ccccn34)cc(=O)oc2c1C,0.9,-2.1,100.0,10.4,10.8,6.6,-8.8,-1.2,91.2,3.8
CCOC(=O)Cn1c(CCC(=O)O)ccc1-c1ccc(F)cc1,1.0,.,94.5,-42.0,11.5,2.6,.,-2.5,90.4,6.5
CSc1nc2ccccc2n1CC(=O)Nc1cc(C(F)(F)F)ccc1N1CCOCC1,-16.8,-0.6,62.3,9.6,-0.5,25.1,19.4,-1.8,65.2,22.6*
Cc1cc(C(=O)c2cnc(/N=C/N(C)C)s2)cc(C)c1O,-11.4,.,78.3,-2.4,-3.3,3.6,3.4,-3.6,74.0,0.3
CCC(C)(C)NC(=O)C(c1ccc(C)cc1)N(Cc1ccco1)C(=O)Cn1nnc2ccccc21 (centres undefined),.,.,87.3,-40.7,11.9,8.1,-22.5,-0.3,87.9,60.6*
C/C(=N\NC(=O)CC1N=C(Cc2ccccc2)NNC1=O)c1ccccc1 (centres undefined),9.1,.,100.4,-37.6,-13.9,3.4,-4.0,-2.5,109.0,0.1
COc1ccc(N2C(=O)CCC(C(=O)N3CCCCCC3)C2c2ccc(OC)c(OC)c2)cc1 (centres undefined),-7.3,.,97.5,-37.3,6.5,6.4,18.7,-2.6,86.7,2.0

# Structures listed so far that contain a nitro group on carbon:
SMILES,Yeast life ext,Phagocyt inh,PTEN del growth,Yeast growth inh,GALR2 antag,Measles CPE,E-sel TNF inh,MRP1 act,bCat KO growth,NPY-Y2 antag
O=[N+]([O-])c1ccccc1/C=N/Nc1nccnc1Cl,-4.1,.,89.0,-48.1,8.5,46.9,7.9,-0.4,93.8,1.0
COCCNc1c([N+](=O)[O-])c(=O)n(-c2ccccc2)c2ccccc12,2.8,-1.8,103.8,-26.6,6.2,12.5,.,-1.6,91.2,0.9

# An excerpt of these results, with two lines to a compound:
# Screens in order – Yeast life ext | Phagocyt inh | PTEN del growth | Yeast growth inh | GALR2 antag | Measles CPE | E-sel TNF inh | MRP1 act | bCat KO growth | NPY-Y2 antag
> Cc1ccc2c(CSc3nnc4ccccn34)cc(=O)oc2c1C
    0.9 | -2.1 | 100.0 | 10.4 | 10.8 | 6.6 | -8.8 | -1.2 | 91.2 | 3.8
> CCOC(=O)Cn1c(CCC(=O)O)ccc1-c1ccc(F)cc1
    1.0 | . | 94.5 | -42.0 | 11.5 | 2.6 | . | -2.5 | 90.4 | 6.5

# Next part:
SMILES,Yeast life ext,Phagocyt inh,PTEN del growth,Yeast growth inh,GALR2 antag,Measles CPE,E-sel TNF inh,MRP1 act,bCat KO growth,NPY-Y2 antag
Cc1cccc(NC(=S)NNC(=O)c2ccccc2Br)c1,1.1,-5.1,80.8,-18.2,-1.6,6.0,12.0,-3.0,92.7,6.5
CCOc1ccc(CCNS(=O)(=O)c2cccc3nsnc23)cc1OCC,-6.0,1.3,108.8,-35.2,8.0,17.6,-9.3,-0.1,103.6,0.1
O=C(CCC1=NS(=O)(=O)c2ccccc2N1)NC1CCCCCCC1,-5.0,0.3,93.9,-18.4,4.1,4.2,-20.5,-1.9,93.6,0.0
O=C(CNC(=O)c1ccccn1)N/N=C/c1ccccc1,-10.2,.,96.3,25.4,-18.0,11.0,-14.2,2.8,98.0,3.4
NCCCS(=O)(=O)O,6.3,.,97.2,-21.6,-0.8,4.8,.,0.3,92.9,-1.3
Cc1sc2nc(SCC(N)=O)n(C)c(=O)c2c1C,.,.,100.8,-33.3,-0.3,3.8,8.1,-1.9,95.3,1.2
CCOCC(=O)Nc1ccc(S(=O)(=O)N2CCOCC2)cc1,3.4,-0.7,96.4,4.3,-1.7,6.2,-23.2,-1.6,90.8,1.6

# Screening data: PubChem, several laboratories
